STAT3 blocker: reduces IL-6 driven STAT3 reporter signal; U3A cells, IL-6 STAT3-luciferase reporter, luminescence; host cell line lacks STAT1; inhibition, % at 5.5 µM; 190,000 tested, 0.89% active;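 active means inhibition above the mean inhibition across all screened compounds plus 3 SD, cut at about 44% in these data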;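 further: 0% = DMSO only wells and 100% = 100 µM nifuroxazide control wells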
STAT3 act: activators of IL-6 induced STAT3 signaling | activation (% of control), % at 5.6 µM | 190,000 tested, 0.91% active | AID 871 | U3A cells, IL-6 STAT3-luciferase reporter, luminescence; 100% = signal with IL-6 EC80 alone;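 active means activation above the screen-wide mean of compound activation plus 3 SD, cut at about 130% in these data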;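 further: 0% = background luminescence of wells with medium and substrate only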
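Test system: Human STAT1-deficient U3A cells with stable STAT3-luciferase reporter | Also added: Interleukin-6, 33 ng/mL | Timing: Compound pre-incubation 1 h before IL-6, then 6 h stimulation at 37 °C | Technique: Luciferase reporter luminescence | Read-out: Percent of IL-6-only median luminescence | Benchmarks: IL-6-only wells as 100% reference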
TLR4-MyD88 BLA: blocks binding of human TLR4 to MyD88; HeLa CL3-4 TLR4/MyD88 BLA complementation, FRET ratio; inhibition, % at 8.4 µM; 200,000 tested, 0.18% active; AID 861; in the data active means inhibition above about 25%;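 further: 0% = vehicle and 100% = reference inhibitor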
Target sequence (O00206 whole entry, looked up): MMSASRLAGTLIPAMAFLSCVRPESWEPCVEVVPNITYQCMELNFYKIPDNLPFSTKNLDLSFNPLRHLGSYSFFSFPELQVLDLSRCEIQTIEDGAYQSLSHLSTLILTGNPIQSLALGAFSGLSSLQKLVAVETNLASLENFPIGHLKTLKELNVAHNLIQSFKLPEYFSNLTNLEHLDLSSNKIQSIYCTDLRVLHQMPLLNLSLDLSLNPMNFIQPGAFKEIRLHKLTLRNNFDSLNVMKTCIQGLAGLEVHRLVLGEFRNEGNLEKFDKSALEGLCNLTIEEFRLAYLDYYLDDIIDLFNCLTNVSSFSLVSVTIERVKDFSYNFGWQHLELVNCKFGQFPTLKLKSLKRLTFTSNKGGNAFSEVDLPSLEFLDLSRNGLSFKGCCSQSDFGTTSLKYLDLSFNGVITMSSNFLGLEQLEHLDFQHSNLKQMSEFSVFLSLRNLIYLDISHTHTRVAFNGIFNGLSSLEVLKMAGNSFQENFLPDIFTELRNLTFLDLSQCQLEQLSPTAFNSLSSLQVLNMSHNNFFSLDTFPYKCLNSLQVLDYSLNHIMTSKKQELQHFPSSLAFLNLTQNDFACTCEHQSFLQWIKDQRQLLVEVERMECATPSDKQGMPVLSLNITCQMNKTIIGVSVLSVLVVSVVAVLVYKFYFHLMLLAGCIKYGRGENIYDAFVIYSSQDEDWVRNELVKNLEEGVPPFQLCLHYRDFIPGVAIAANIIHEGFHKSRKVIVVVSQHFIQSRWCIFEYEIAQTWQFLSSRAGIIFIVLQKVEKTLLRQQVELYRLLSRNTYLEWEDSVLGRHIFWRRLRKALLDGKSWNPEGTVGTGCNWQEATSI
Target sequence (Q99836 whole entry, looked up): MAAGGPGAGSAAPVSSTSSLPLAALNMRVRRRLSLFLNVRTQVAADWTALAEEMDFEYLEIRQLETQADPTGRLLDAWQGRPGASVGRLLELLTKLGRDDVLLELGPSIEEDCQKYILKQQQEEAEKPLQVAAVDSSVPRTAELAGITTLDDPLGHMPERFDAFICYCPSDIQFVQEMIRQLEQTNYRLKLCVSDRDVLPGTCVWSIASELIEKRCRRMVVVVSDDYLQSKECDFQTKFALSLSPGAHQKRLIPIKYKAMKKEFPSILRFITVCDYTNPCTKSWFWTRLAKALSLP
Redox H2O2 prof: compounds producing H2O2 with reducing agent – biochemical, NIH compound library profiling, artefact control for MLSCN library redox annotation, primary screen | DTT-dependent redox cycling H2O2, phenol red/HRP absorbance; 100% = 100 µM peroxide control, 0% = buffer | activation, % at 10 µM | 200,000 tested, 0.03% active | AID 878;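 active means activation of at least 50% relative to the plate's high and low controls in the primary single-dose screen; inactive means activation below 50%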;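 further: compound incubated with DTT at 0.8 mM final as the reducing agent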
NF-kB neuron act: compounds increasing NF-kB expression in human neuronal cells. fold change at 12.5 µM. AID 1239. NF-kB reporter expression; stronger effect = higher value. 190,000 tested, 1.6% active; in the data active means fold change above about 3.3
STAT1 inh: reduces IFN-gamma driven STAT1 reporter signal. inhibition, % at 5.5 µM. AID 920. NIH 3T3 STAT1-luciferase reporter, luminescence. 200,000 tested, 0.35% active;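 active means inhibition above a set limit, the mean inhibition across all tested compounds plus 3 SD, cut at about 34% in these data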;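 further: 0% = IFN-gamma with DMSO and 100% = IFN-gamma with 300 µM nifuroxazide; values of inactives mirror those of a sister screen read the other way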
Efa HMGR inh: blocks class II HMG-CoA reductase of Enterococcus faecalis; AID 1066; purified E. faecalis HMGR, NADPH absorbance 340 nm kinetic; inhibition, % at 10 µM; 190,000 tested, 0.41% active;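 active means inhibition above a set limit, the median over all tested compounds plus 3 SD, cut at about 9.5% in these data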;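 further: enzyme runs in reverse so mevalonate oxidation gives rising NADPH absorbance; 0% = complete reaction with DMSO and 100% = background rate lacking mevalonate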
APP 5'UTR act: activates APP 5'UTR luciferase reporter | SH-SY5Y APP 5'UTR luciferase reporter, luminescence; zero percent = DMSO vehicle wells | activation, % at 2 µM | 190,000 tested, 1% active | AID 1276;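 active means activation above a set limit, based on mean plus 3 SD of controls, cut at about 140% in these data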; further: values of inactives mirror those of a sister screen read the other way
STAT1 activator: activators of IFN-gamma induced STAT1 signaling; NIH 3T3 STAT1-luciferase reporter, luminescence; 100% = IFN-gamma alone, no compound; activation (% of control), % at 5.5 µM; 200,000 tested, 2.6% active; AID 932;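 active means activation above the screen-wide mean activation plus 3 SD, cut at about 130% in these data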;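 further: raw ratio to IFN-gamma control signal so 100% means no change and 0% no light; values of inactives mirror those of a sister screen read the other way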
Hsp70 activator: Hsp70 transcriptional activation, primary screen | HeLa Hsp70 promoter luciferase reporter, luminescence; scaled: vehicle 0, proteasome-inhibitor control 100% | activation, % at 10 µM | 200,000 tested, 0.04% active;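 active means activation above the mean across all tested compounds plus 3 SD, cutoff set per campaign, cut at about 5.5% in these data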;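 further: 100% = MG132 at 30 µM as the positive control and 0% = DMSO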
The depositor's hits bear a star.

For COc1ccc(C2CC(c3cccs3)=NN2C(=O)CSc2nc3c(cnn3-c3ccccc3)c(=O)[nH]2)cc1 (configuration not stated) the results were STAT3 blocker 5, STAT3 act 96, TLR4-MyD88 BLA -3, Redox H2O2 prof 0.3, NF-kB neuron act 1.3, STAT1 inh -2, Efa HMGR inh -3, APP 5'UTR act -22, STAT1 activator 102 and Hsp70 activator -0.2.
O=C1CCCN1c1ccc(S(=O)(=O)Nc2ccc3c(c2)OCCO3)cc1 was read as STAT3 blocker 28, STAT3 act 78, TLR4-MyD88 BLA 9, Redox H2O2 prof 0.7, NF-kB neuron act 0.75, STAT1 inh 22, Efa HMGR inh -4, APP 5'UTR act -39, STAT1 activator 80 and Hsp70 activator -0.2.
CCCCCCCC(=O)NN1CCOCC1 was read as STAT3 blocker -3, STAT3 act 103, TLR4-MyD88 BLA 11, Redox H2O2 prof 22, NF-kB neuron act 1.1, STAT1 inh -2, Efa HMGR inh -3, APP 5'UTR act -4, STAT1 activator 101 and Hsp70 activator -0.3.
For COc1ccc(NC(=O)CN2CCC(C)CC2)c([N+](=O)[O-])c1 the results were STAT3 blocker 12, STAT3 act 97, TLR4-MyD88 BLA 7, Redox H2O2 prof -0.8, NF-kB neuron act 1.9, STAT1 inh -9, Efa HMGR inh -3, APP 5'UTR act 1, STAT1 activator 108 and Hsp70 activator 0.1.
`O=C(Cc1ccc(F)cc1)N/N=C/c1ccncc1` gave STAT3 blocker 1, STAT3 act 102, TLR4-MyD88 BLA -5, Redox H2O2 prof -0.6, NF-kB neuron act 1.2, STAT1 inh 3, Efa HMGR inh -5, APP 5'UTR act -22, STAT1 activator 98 and Hsp70 activator -0.3.
`COc1cccc2c1OCC(CN1CCN(C3CCCCC3)C(CCO)C1)=C2` (configuration not stated) gave STAT3 blocker 0, STAT3 act 103, TLR4-MyD88 BLA 7, Redox H2O2 prof 0.5, NF-kB neuron act 1.1, STAT1 inh 2, Efa HMGR inh -4, APP 5'UTR act -11, STAT1 activator 97 and Hsp70 activator -0.3.
`CN(CCO)C1=CC(=O)CC(C)(C)C1` gave STAT3 blocker 1, STAT3 act 102, TLR4-MyD88 BLA 0, Redox H2O2 prof 0.5, NF-kB neuron act 1, STAT1 inh -2, Efa HMGR inh 2, APP 5'UTR act 7, STAT1 activator 102 and Hsp70 activator -0.2.
`CC(=O)N1CCC(N(CCN2CCOCC2)C(=S)Nc2cccc(C)c2)CC1` gave STAT3 blocker 0, STAT3 act 99, TLR4-MyD88 BLA 1, Redox H2O2 prof -0.6, NF-kB neuron act 1, STAT1 inh 1, Efa HMGR inh -2, APP 5'UTR act -14, STAT1 activator 99 and Hsp70 activator -0.1.
CN1CCN(S(=O)C23CC4CC(CC(C4)C2)C3)CC1 (configuration not stated) was read as STAT3 blocker 4, STAT3 act 100, TLR4-MyD88 BLA 3, Redox H2O2 prof 0.1, NF-kB neuron act 1.1, STAT1 inh -1, Efa HMGR inh 0, APP 5'UTR act 2, STAT1 activator 99 and Hsp70 activator -0.6.
For S=C(NCCSCc1ccc(Cl)cc1Cl)Nc1ccccc1 the results were STAT3 blocker 22, STAT3 act 90, TLR4-MyD88 BLA -5, Redox H2O2 prof 2.3, NF-kB neuron act 1, STAT1 inh 3, Efa HMGR inh 1, APP 5'UTR act 4, STAT1 activator 98 and Hsp70 activator 0.1.
COc1ccc(NC(=O)c2ccsc2NC(C)=O)cc1 was read as STAT3 blocker 31, STAT3 act 76, TLR4-MyD88 BLA 8, Redox H2O2 prof -1.1, NF-kB neuron act 1.3, STAT1 inh -13, Efa HMGR inh 4, APP 5'UTR act 8, STAT1 activator 112 and Hsp70 activator -0.2.
Screening CCOC(=O)C1(Cc2cccc(OC)c2)CCN(C/C=C/c2ccccc2)CC1 returned STAT3 blocker -3, STAT3 act 104, TLR4-MyD88 BLA -1, Redox H2O2 prof 1.0, NF-kB neuron act 1.3, STAT1 inh 17, Efa HMGR inh -1, APP 5'UTR act -21, STAT1 activator 82 and Hsp70 activator -0.2.
`O=C(O)C(=O)/C(=C\c1cccc(Cl)c1)c1ccc2ccccc2n1` gave STAT3 blocker -31, STAT3 act 129, TLR4-MyD88 BLA -8, Redox H2O2 prof -0.5, NF-kB neuron act 1.3, STAT1 inh -39, Efa HMGR inh -2, APP 5'UTR act 46, STAT1 activator 137* and Hsp70 activator 0.1.
For CCCc1cc(=O)[nH]c(SCC(=O)c2cc(C)n(CCC)c2C)n1 the results were STAT3 blocker 11, STAT3 act 94, TLR4-MyD88 BLA -9, Redox H2O2 prof 0.3, NF-kB neuron act 0.97, STAT1 inh 7, Efa HMGR inh -1, APP 5'UTR act 4, STAT1 activator 94 and Hsp70 activator -0.4.
`CCn1c(Cc2ccccc2)nnc1SCC(=O)Nc1nnc(-c2ccccc2)s1` gave STAT3 blocker 6, STAT3 act 98, TLR4-MyD88 BLA 11, Redox H2O2 prof 1.7, NF-kB neuron act 1.4, STAT1 inh -5, Efa HMGR inh -2, STAT1 activator 108 and Hsp70 activator 0.1.
`CCOC(=O)c1c(C)[nH]c(C(=O)Nc2ccc(NC(C)=O)cc2)c1C` gave STAT3 blocker 28, STAT3 act 80, TLR4-MyD88 BLA 6, Redox H2O2 prof -0.6, NF-kB neuron act 0.94, STAT1 inh 17, Efa HMGR inh -1, APP 5'UTR act -13, STAT1 activator 86 and Hsp70 activator -0.3.
Screening CC(=O)Nc1nc(-c2ccc3c(c2)CCN3S(C)(=O)=O)cs1 returned STAT3 blocker 0, STAT3 act 102, TLR4-MyD88 BLA 0, Redox H2O2 prof -0.5, NF-kB neuron act 1.7, STAT1 inh -16, Efa HMGR inh -1, APP 5'UTR act 61, STAT1 activator 116 and Hsp70 activator -0.2.
`C=CCN1C(=O)C2C(C(=O)NC3CCCCC3)C3C=CC2(O3)C1C(=O)NC1CCCC1` (configuration not stated) gave STAT3 blocker 4, STAT3 act 102, TLR4-MyD88 BLA 4, Redox H2O2 prof -6.7, NF-kB neuron act 1.1, STAT1 inh 1, Efa HMGR inh -5, APP 5'UTR act 12, STAT1 activator 99 and Hsp70 activator -0.2.
`Cc1oc(C)c(C(=O)NCCCC(=O)O)c1C(=O)NCCCC(=O)O` gave STAT3 blocker 5, STAT3 act 98, TLR4-MyD88 BLA 10, Redox H2O2 prof -5.9, NF-kB neuron act 0.84, STAT1 inh 1, Efa HMGR inh 1, APP 5'UTR act -3, STAT1 activator 99 and Hsp70 activator -0.2.
Cc1cc(C)c(S(C)(=O)=O)c(Sc2ccc(Cl)cc2)n1 was read as STAT3 blocker 14, STAT3 act 97, TLR4-MyD88 BLA 1, Redox H2O2 prof 2.0, NF-kB neuron act 0.9, STAT1 inh 11, Efa HMGR inh -1, APP 5'UTR act -15, STAT1 activator 90 and Hsp70 activator 0.0.
O=C(CSc1ncnc2nc[nH]c12)Nc1nnc(SCc2ccc(Cl)c(Cl)c2)s1 was read as STAT3 blocker 8, STAT3 act 97, TLR4-MyD88 BLA 2, Redox H2O2 prof 0.2, NF-kB neuron act 1.2, STAT1 inh 6, Efa HMGR inh 2, APP 5'UTR act 21, STAT1 activator 92 and Hsp70 activator -0.2.
For Cc1ccc(C2C(C(=O)O)c3ccccc3C(=O)N2C)c(C)c1 (configuration not stated) the results were STAT3 blocker -5, STAT3 act 107, TLR4-MyD88 BLA -9, Redox H2O2 prof 0.6, NF-kB neuron act 1.1, STAT1 inh -1, Efa HMGR inh -3, APP 5'UTR act 6, STAT1 activator 100 and Hsp70 activator -0.3.
For CCNS(=O)(=O)c1ccc(NC(=O)c2ccccc2)cc1 the results were STAT3 blocker 11, STAT3 act 92, TLR4-MyD88 BLA -4, Redox H2O2 prof -3.3, NF-kB neuron act 1.2, STAT1 inh -6, Efa HMGR inh -2, APP 5'UTR act -19, STAT1 activator 105 and Hsp70 activator -0.1.
COc1ccccc1NC(=O)CCC(=O)OCc1ccc(Br)cc1 was read as STAT3 blocker 13, STAT3 act 97, TLR4-MyD88 BLA -15, Redox H2O2 prof -0.9, NF-kB neuron act 1.3, STAT1 inh 0, Efa HMGR inh -5, APP 5'UTR act -16, STAT1 activator 98 and Hsp70 activator 0.0.
COCCSc1nnc(NC(=O)COC)s1 was read as STAT3 blocker -6, STAT3 act 107, TLR4-MyD88 BLA 3, Redox H2O2 prof 1.9, NF-kB neuron act 1.2, STAT1 inh -6, Efa HMGR inh -4, APP 5'UTR act 6, STAT1 activator 106 and Hsp70 activator -0.1.
Screening C=C(C)CN(CC)C(=O)CC1C(=O)NCCN1C (configuration not stated) returned STAT3 blocker 11, STAT3 act 96, TLR4-MyD88 BLA 2, Redox H2O2 prof -0.2, NF-kB neuron act 1.2, STAT1 inh -9, Efa HMGR inh -4, APP 5'UTR act 3, STAT1 activator 108 and Hsp70 activator 0.1.
For CC(=O)Nc1ccc(NC(=O)c2ccccc2CCc2ccccc2)cc1 the results were STAT3 blocker -4, STAT3 act 104, TLR4-MyD88 BLA -3, Redox H2O2 prof 0.9, NF-kB neuron act 1.1, STAT1 inh -3, Efa HMGR inh -8, APP 5'UTR act 18, STAT1 activator 100 and Hsp70 activator -0.6.
Screening FC(F)(F)c1ccc(Cl)c(NC(=S)N/N=C/c2ccccc2C(F)(F)F)c1 returned STAT3 blocker -1, STAT3 act 99, TLR4-MyD88 BLA -11, Redox H2O2 prof 0.1, NF-kB neuron act 1.2, STAT1 inh 15, Efa HMGR inh -1, APP 5'UTR act -3, STAT1 activator 87 and Hsp70 activator 0.2.
Screening Nc1c(C(=O)NC23CC4CC(CC(C4)C2)C3)sc2nc3c(c(C(F)(F)F)c12)CCC3 returned STAT3 blocker 10, STAT3 act 101, TLR4-MyD88 BLA 4, Redox H2O2 prof 3.2, NF-kB neuron act 1.3, STAT1 inh -6, Efa HMGR inh -2, APP 5'UTR act -9, STAT1 activator 106 and Hsp70 activator 0.0.
Screening CC(C)(C)c1nc2ccccc2[nH]1 returned STAT3 blocker 2, STAT3 act 96, TLR4-MyD88 BLA 16, Redox H2O2 prof 0.3, NF-kB neuron act 1.1, STAT1 inh 4, Efa HMGR inh -1, APP 5'UTR act -13, STAT1 activator 97 and Hsp70 activator -0.2.
For CC(CN(C)Cc1nc(Cc2cccc(C(F)(F)F)c2)no1)CN1CCCC1 (configuration not stated) the results were STAT3 blocker 0, STAT3 act 102, TLR4-MyD88 BLA -3, Redox H2O2 prof -0.2, NF-kB neuron act 1.3, STAT1 inh -1, Efa HMGR inh 3, APP 5'UTR act -3, STAT1 activator 99 and Hsp70 activator -0.3.
For NC(=O)c1nn(CC(=O)Nc2ccc3c(c2)OCO3)cc1[N+](=O)[O-] the results were STAT3 blocker 16, STAT3 act 90, TLR4-MyD88 BLA -14, Redox H2O2 prof -0.1, NF-kB neuron act 0.97, STAT1 inh -2, Efa HMGR inh 5, APP 5'UTR act -4, STAT1 activator 104 and Hsp70 activator 0.8.
For CCOc1ccc(C(=O)OCC(=O)Nc2cc(C)on2)cc1OCC the results were STAT3 blocker -4, STAT3 act 107, TLR4-MyD88 BLA 13, Redox H2O2 prof 0.1, NF-kB neuron act 1.1, STAT1 inh 14, Efa HMGR inh 1, APP 5'UTR act 9, STAT1 activator 87 and Hsp70 activator 0.0.

Bioassay records deposited in PubChem by several laboratories.
